# LYPLA1 inh: LYPLA1 (human) inhibition in PME1 counter-screen; O75608; recombinant LYPLA1, FP-Rh probe fluorescence polarization; inhibition, % at 5.9 µM; actives 0.16% (n = 320,000); AID 2174;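 active = inhibition above the mean of all tested compounds plus 3 SD, set per campaign, cut at about 14% in these data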;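 note: inhibitors block serine hydrolase probe labeling of LYPLA1 so polarization falls; 0% = enzyme with DMSO and 100% = wells lacking LYPLA1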
# Target sequence (O75608 whole entry, looked up): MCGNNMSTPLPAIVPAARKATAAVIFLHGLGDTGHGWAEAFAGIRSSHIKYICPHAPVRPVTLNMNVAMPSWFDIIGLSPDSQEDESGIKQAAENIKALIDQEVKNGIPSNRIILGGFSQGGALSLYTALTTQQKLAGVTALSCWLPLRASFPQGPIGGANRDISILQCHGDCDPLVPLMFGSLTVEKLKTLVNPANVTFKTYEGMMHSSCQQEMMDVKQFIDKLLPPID
# GSTO1 counter: counter-screen for RBBP9 inhibitors: inhibitors of human GSTO1; actives 1.1% (n = 300,000); inhibition, % at 5.96 µM; P78417; recombinant GSTO1, activity-based probe fluorescence polarization;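 active = inhibition above the campaign mean inhibition plus 3 SD, cut at about 35% in these data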;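 note: 0% = GSTO1-1 with DMSO and 100% = wells lacking GSTO1-1 enzyme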
# Target sequence (P78417 whole entry, looked up): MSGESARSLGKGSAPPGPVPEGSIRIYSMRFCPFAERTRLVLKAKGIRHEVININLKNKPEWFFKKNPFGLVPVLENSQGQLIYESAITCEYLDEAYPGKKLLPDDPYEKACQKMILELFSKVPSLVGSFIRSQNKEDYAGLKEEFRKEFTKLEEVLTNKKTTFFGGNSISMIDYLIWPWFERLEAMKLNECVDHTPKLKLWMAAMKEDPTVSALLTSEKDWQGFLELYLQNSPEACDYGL
# pPAFAH inh: inhibitors of human plasma PAF acetylhydrolase (pPAFAH); actives 1.5% (n = 330,000); inhibition, % at 3.39 µM; AID 463082; recombinant pPAFAH, FP-rhodamine probe fluorescence polarization; Q13093;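 active = inhibition above the mean inhibition across the screen plus 3 SD, cut at about 25% in these data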;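 note: inhibitors block binding of the rhodamine activity-based probe so polarization drops; 0% = enzyme with DMSO and 100% = wells lacking pPAFAH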
# PAFAH1B3 inh: PAFAH1B3 (human) inhibition; Q15102; recombinant PAFAH1B3, FP-rhodamine probe, fluorescence polarization; inhibition, % at 3.39 µM; actives 0.28% (n = 340,000); AID 492972;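 active = inhibition above the screen-wide average of all tested compounds plus 3 SD, cut at about 25% in these data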;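 note: 0% = enzyme with DMSO only and 100% = wells lacking PAFAH1B3 protein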
# PAD4 FP inh: blocks human protein arginine deiminase 4 | Q9UM07 | AID 485272 | recombinant PAD4, RCA probe fluorescence polarization | inhibition, % at 6.36 µM | actives 0.41% (n = 330,000);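 active = percent inhibition above a cutoff equal to the mean of all tested compounds plus 3 SD, cut at about 15% in these data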;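 note: 0% = PAD4 with RCA probe and DMSO and 100% = probe without PAD4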
# PME-1 primary: PME-1 (human) inhibition | Q9Y570 | recombinant PME-1, FP-Rh probe fluorescence polarization | inhibition, % at 5.9 µM | actives 0.53% (n = 320,000);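 active = inhibition above the campaign mean of all compounds plus 3 SD, cut at about 26% in these data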;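 note: competitive labeling of PME-1 active site by serine hydrolase directed probe; 0% = PME-1 with DMSO and 100% = wells lacking PME-1 enzyme; inhibitors block probe labeling so polarization falls and inhibition rises; many of its hits are not listed in these tables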
# PAFAH1B2 inh: PAFAH1B2 (human) inhibition; P68402; recombinant PAFAH1B2, FP-rhodamine activity probe, fluorescence polarization; inhibition, % at 3.39 µM; actives 1.2% (n = 340,000);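 active = inhibition above the mean of all tested compounds plus 3 SD, cut at about 24% in these data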;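 note: 0% = enzyme with DMSO and 100% = wells lacking PAFAH1B2; many of its hits are not listed in these tables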
# Target sequence (P68402 whole entry, looked up): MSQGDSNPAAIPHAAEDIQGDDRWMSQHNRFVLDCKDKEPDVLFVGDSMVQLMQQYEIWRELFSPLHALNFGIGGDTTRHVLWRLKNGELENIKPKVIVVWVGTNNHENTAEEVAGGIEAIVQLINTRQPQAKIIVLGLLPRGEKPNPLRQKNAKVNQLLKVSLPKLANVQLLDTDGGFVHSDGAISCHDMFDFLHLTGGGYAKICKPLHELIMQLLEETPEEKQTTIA
# PAFAH2 FP inh: inhibitors of human PAFAH2. Q99487. recombinant PAFAH2, FP-rhodamine activity probe, fluorescence polarization. inhibition, % at 3.39 µM. actives 0.99% (n = 340,000);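 active = inhibition above the mean over all tested compounds plus 3 SD, cut at about 30% in these data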;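 note: inhibitors block probe labeling of enzyme so polarization drops; 0% = enzyme with DMSO and 100% = wells lacking PAFAH2 protein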
# LYPLA2 counter: blocks human lysophospholipase 2, a PME1 counter-screen. recombinant LYPLA2, FP-Rh probe fluorescence polarization. inhibition, % at 5.9 µM. actives 0.38% (n = 320,000);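 active = inhibition above the screen-wide mean plus 3 SD, limit set per campaign, cut at about 26% in these data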;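 note: 0% = LYPLA2 with DMSO and 100% = wells lacking LYPLA2 enzyme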
# Target sequence (O95372 whole entry, looked up): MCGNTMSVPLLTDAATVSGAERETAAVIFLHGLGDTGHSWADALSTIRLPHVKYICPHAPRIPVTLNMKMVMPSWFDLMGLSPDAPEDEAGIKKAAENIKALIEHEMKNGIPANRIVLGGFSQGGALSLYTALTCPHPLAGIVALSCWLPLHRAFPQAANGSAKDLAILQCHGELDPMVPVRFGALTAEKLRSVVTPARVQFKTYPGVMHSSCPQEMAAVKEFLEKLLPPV
# Starred values were filed as active, the others as inactive; / = no result given; & = joins results of further samples. Not all compounds are listed; rates above refer to the full screens.
# Order of results – LYPLA1 inh	GSTO1 counter	pPAFAH inh	PAFAH1B3 inh	PAD4 FP inh	PME-1 primary	PAFAH1B2 inh	PAFAH2 FP inh	LYPLA2 counter
COc1ccc(/C=N/c2nc3ccccc3n2C)cc1OC
  -1.5	3.0	2.9	6.3	0.7	3.2	-2.7	8.5	0.3
CCN1C(=NCCOC)N[C@@H](CCc2ccccc2)[C@H](C(=O)OC)[C@H]1C
  -0.6	1.7	-0.9	1.3	1.3	-0.1	1.4	-0.2	-2.3
COc1ccc(C2CC(c3cccc(C)c3)n3nc(N)nc3N2)cc1 (configuration not stated)
  5.3	-6.0	-2.8	11.1	-1.4	-0.7	-1.4	-6.7	9.0
COc1ccc(S(=O)(=O)N2CCOCC2)cc1NC(=O)CN1CCCCCC1
  0.5	11.1	-0.2	3.0	5.4	-1.0	-1.9	4.0	-0.4
Cc1ccc(C)c(OCCC(=O)Nc2cccc(S(=O)(=O)NC3=NCCCCC3)c2)c1
  0.6	/	1.0	7.8	2.0	5.2	-3.0	-2.5	-4.8
COc1ccc(CCN2CC(C(=O)N3CCN(C(C)=O)CC3)CCC2=O)cc1 (configuration not stated)
  1.0	-2.8	4.7	-3.1	-2.3	0.6	4.6	5.6	0.3
NC12CC3CC(C1)CC(O)(C3)C2
  -1.4	2.8	-3.4	-1.6	-1.5	-2.4	-3.7	-1.4	-1.2
COc1ccc(-c2csc(NC(=O)Cn3nc(C)cc3C)n2)cc1
  1.7	-0.8	-4.7	4.8	-6.5	-8.2	-0.1	1.4	13.5
Cc1cccc(-n2nc([N+](=O)[O-])c(=NC3CCN(Cc4ccccc4)CC3)n2O)c1
  3.0	14.1	6.5	9.9	4.5	6.0	2.5	-0.4	7.2
Cc1cccc(NC(=S)N(CCN(C)C)Cc2cc3cc(C)cc(C)c3[nH]c2=O)c1
  -1.0	2.6	0.0	11.0	0.6	3.4	3.0	-13.1	-0.5
CCOc1ccc(OCC)c(NS(=O)(=O)c2ccc3c(c2)CCN3C(=O)C2CCC2)c1
  -0.5	6.0	-0.2	5.1	2.2	-0.8	6.8	4.0	9.4
CCc1cc(OCCN2C(=O)NC(C)(C)C2=O)ccc1Cl
  1.8	-3.3	10.6	7.7	-3.4	-8.1	9.5	6.8	6.2
CCNC(=O)C(=O)NCc1ccncc1
  0.3	3.1	9.9	-0.2	10.5	-3.1	-1.6	4.0	-3.4
O=C(O)Cc1ccc(NS(=O)(=O)c2ccccc2Br)cc1
  -0.6	7.5	0.6	9.5	-2.2	2.6	6.6	2.4	-4.9
CC(=O)Nc1ccc(NC(=O)C(C)n2c3ccccc3c3nc(=O)cc(C)n32)cc1 (configuration not stated)
  0.7	5.0	-1.7	-0.2	0.5	1.5	-0.8	5.9	4.6
COc1ccc(CCNC(=O)CN(c2ccccc2OC)S(=O)(=O)c2ccc(C)cc2)cc1
  1.8	5.4	-4.9	-0.3	-0.5	-6.8	6.5	-1.2	5.8
COc1cccc(-c2nc(CS(=O)(=O)CC(=O)NC3CCCC3)c(C)o2)c1
  -2.2	-0.9	4.3	5.7	-3.0	-9.1	-1.2	-6.3	-1.9
COC(=O)CNC(=O)c1cccc(F)c1
  0.8	0.4	-2.4	4.3	2.5	-9.2	5.6	4.0	-2.7
CCOC(=O)c1sc(NC(=O)CCN2C(=O)C3CCCCC3C2=O)cc1C (configuration not stated)
  -7.2	/	-0.2	7.2	4.2	-0.9	4.2	-1.9	-6.3
COc1cc(-c2ccc3c(=O)c4ccccc4n(C)c3c2)cc(OC)c1OC
  -10.8	-12.4	-4.3	6.9	-2.0	-21.2	-1.7	0.2	-9.8
COC(=O)Nc1nnc(Cc2ccc(OC)cc2)s1
  -1.1	4.4	-4.9	4.8	2.4	-5.7	5.8	-9.4	-2.0
O=C(CSCC(=O)N1CCOCC1)Nc1nc(-c2ccc3c(c2)OCO3)cs1
  -2.1	3.0	-5.3	1.4	-1.8	-8.2	9.2	-4.5	3.8
C=CCN1C(=O)C2(OCCCO2)c2cccc(Cl)c21
  -0.9	-3.4	6.3	0.8	0.8	0.9	1.5	10.6	0.6
CCCNC(=O)Cc1c(OC)ccc2cc(Br)ccc12
  -2.5	3.6	6.4	3.6	-0.7	1.6	0.8	2.0	-2.3
CN(C(=O)CSc1nnc(-c2ccccc2)o1)c1c(N)n(Cc2ccccc2)c(=O)[nH]c1=O
  -3.0	8.5	-1.8	9.4	2.3	-4.0	-3.3	2.8	3.4
O=C(Nc1cccc(NC(=O)c2ncn[nH]2)c1)c1cccc(Cl)c1
  -1.6	-5.7	2.6	-0.3	-2.5	-5.9	-0.8	-4.0	-1.8
CS(=O)(=O)N1CCN(S(=O)(=O)c2ccccc2[N+](=O)[O-])CC1
  -3.7	6.4	1.3	-1.6	-0.9	-0.1	-0.3	-4.9	1.3
CCC(=O)N(CC)Cc1cc(=O)[nH]c2ccccc12
  1.8	1.7	0.4	3.0	-4.6	6.9	-0.7	-2.9	4.6
CN1C(=O)Cc2cc(S(=O)(=O)NCCc3ccc(Cl)cc3)ccc21
  -2.2	23.1	5.6	-0.6	-4.6	-6.2	10.6	5.3	3.1
CCN(CC)S(=O)(=O)c1ccc2oc(SCC(=O)NC3CC3)nc2c1
  0.6	-1.7	2.4	-3.8	-4.5	-7.1	1.9	0.2	0.9
Cc1ccccc1C(=O)Nc1cc(NC(=O)c2ccccc2C)cc(C(=O)O)c1
  1.0	-2.0	0.2	0.7	-0.7	-5.8	2.6	-6.0	2.4
CC(C)CNC(=O)C(=O)NNC(=O)C1CCCCC1
  4.6	-0.7	-5.4	5.8	10.7	3.2	4.3	1.0	5.8
CS(=O)(=O)c1ccccc1C(=O)Nc1ccc(-c2nc3ccccc3o2)cc1
  -5.5	-36.3	-1.9	11.1	3.5	-2.7	-2.0	8.7	-6.4
Cc1c(CCOC(=O)C2C3CC4CC(C3)CC2C4)sc[n+]1CC(=O)c1ccc(Br)cc1 (configuration not stated)
  -0.8	2.9	3.6	3.5&4.7	-3.6	-3.0	6.1&3.2	-1.2&6.4	13.7
O=C(CC1C(=O)NCCN1Cc1ccccn1)NCCc1ccccc1F (configuration not stated)
  -2.7	-1.5	0.2	8.3	0.4	4.1	-0.9	-1.3	6.4
O=C(CSc1nnc(C2CC2)n1-c1ccccc1)NCc1ccco1
  -2.5	6.7	5.3	0.1	-5.3	-3.8	4.0	-4.1	1.1
Cc1ccc(C2=NOC(C)(c3nnc(-c4ccc(Cl)cc4)o3)C2)cc1 (configuration not stated)
  -3.1	-1.9	-0.4	13.8	-5.0	-5.6	5.4	2.8	-1.0
COC(=O)Cn1c(C)nc2c(sc3nc(C)cc(C)c32)c1=O
  0.6	1.8	-1.1	-0.8	-0.7	-4.5	-0.1	-9.8	0.4
Cc1cccc(/C=C(\C#N)C(=O)Nc2ccccn2)c1
  -3.0	-11.7	6.9	4.7	-2.9	0.6	3.5	3.4	-1.0
CN1C(=O)CC(Sc2ncccc2C(=O)O)C1=O (configuration not stated)
  -1.7	1.6	2.8	0.4	0.2	-3.2	-0.2	3.8	9.8
O=c1c(Cc2ccc(Cl)cc2Cl)c(O)ccn1Cc1ccncc1
  0.0	14.1	-7.5	5.1	1.9	-7.9	0.4	4.0	2.6
CCc1nnc(NC(=O)c2ccc(S(=O)(=O)NC3CCCCC3)cc2)s1
  1.8	4.2	10.2	15.1	-6.5	3.0	4.9	7.8	5.3
Cc1cccc(NC(=O)CCS(=O)(=O)c2cccc3nonc23)c1C
  3.1	-4.6	-0.7	-4.5	-6.1	8.0	4.6	0.9	6.6
CC12CCC(C(=Nc3ccc(N=C4C(=O)C5(C)CCC4C5(C)C)cc3)C1=O)C2(C)C
  2.3	8.3	10.8	/	44.8*	9.5	/	/	4.0
N#Cc1cccc(NC(=O)Cn2cnc(S(=O)(=O)N3CCCCC3)c2)c1
  -1.6	-3.1	4.9	6.9	-5.4	-0.9	3.9	2.3	0.3
CN(c1cccc2cccnc12)S(=O)(=O)c1ccccc1
  4.0	-4.9	-1.6	11.7	-0.5	-2.1	2.2	-0.1	4.2
CCCOP(=O)(c1ccc(N(C)C)cc1)C(O)c1c(Cl)cccc1Cl (configuration not stated)
  2.4	-1.2	6.4	9.0	-4.2	-1.6	1.0	6.9	2.7
CCOc1ccc(N2C(=O)C3=C(C(c4ccc(Cl)cc4)=NCCN3)C2c2cccnc2)cc1 (configuration not stated)
  -6.1	4.3	1.2	1.8	-4.3	-1.8	-0.2	5.4	-5.8
CCC1(CC)Cc2ccccc2-c2[nH]c(=S)[nH]c(=O)c21
  0.0	-14.7	2.3	-3.0	-6.1	-7.3	21.5	-4.7	-3.9
COc1ccc(CNC(=O)C(=O)NCC2OCCN2S(=O)(=O)c2ccc(F)cc2)cc1 (configuration not stated)
  -0.4	-4.2	2.2	2.1	-7.5	-0.9	11.2	-0.9	-0.2
COc1ccc(-c2cc(C(=O)Nc3cccc(O)c3)no2)cc1
  -6.5	-1.3	-4.7	0.6	0.8	-10.8	1.6	-4.4	-12.4
CC1=C(C(=O)OCC2CCCO2)C(c2ccccc2Cl)NC(=O)N1 (configuration not stated)
  -0.8	-0.6	1.2	12.0	-2.4	2.1	-2.3	6.3	-6.5
CCOC(=O)Cn1cc(C(=O)c2cccs2)c2ccccc21
  2.5	-4.0	2.5	-5.4	-1.1	-7.4	-3.9	-5.1	5.4
CCN(CC)c1ccc(N2C(=O)CSC2=S)cc1
  -7.0	-41.5	47.7*	-14.6	-12.5	-17.3	-5.1	-15.3	-16.5
COC(=O)c1nn(-c2ccccc2)c(=O)cc1Oc1ccc(Cl)cc1
  2.0	-1.1	8.8	3.0	-1.0	-0.3	-0.9	-2.2	1.8
CCOc1ccc(C(=O)Cn2cnc3ccccc3c2=O)cc1
  3.2	5.6	-0.6	-1.2	-4.2	-5.8	2.2	-10.6	33.8*
CCOc1cc(/C=N/NC(=O)c2nn(C)cc2Br)ccc1OCc1ccccc1Cl
  -2.9	-3.9	-4.1	2.3	-2.2	-2.3	-6.7	-8.5	-4.8
COCCCn1c(-c2ccco2)nc2ccccc2c1=O
  6.1	6.1	4.4	-1.3	-0.7	-0.3	0.4	-12.6	4.0
COc1ccc(C(CNC(=O)c2cc(S(=O)(=O)N3CCCC3)ccc2Cl)N2CCCC2)cc1 (configuration not stated)
  -1.5	/	-7.1	2.4	-1.5	-0.8	0.9	3.5	-5.4
COc1cccc(NC(=O)c2nn(C)c(C(=O)Nc3cccc(OC)c3)c2[N+](=O)[O-])c1
  -6.5	-3.1	-4.3	1.0	-2.6	12.9	2.1	0.5	1.2
COc1cc(CN2CCC(Cc3ccccc3)CC2)cc([N+](=O)[O-])c1O
  4.5	-2.2	2.5	6.1	0.1	4.8	8.3	3.0	6.4

# pPAFAH inh: hit marks shown above
SMILES	pPAFAH inh	PAFAH1B3 inh	PAD4 FP inh	PME-1 primary	PAFAH1B2 inh	PAFAH2 FP inh
CCN(CC)c1ccc(N2C(=O)CSC2=S)cc1	47.7*	-14.6	-12.5	-17.3	-5.1	-15.3

# Source: PubChem
